# HepG2 viability – counter-screen for TGF-b inhibitors: cytotoxicity in HepG2 cells. HepG2 CAGA-GFP viability, ATP luminescence, 18 h. Potency, µM (series often up to 46.1 µM), for the others: top-dose activity change, negative = cytotoxicity, most hits filed as cytotoxic. actives 0.76% (n = 410,000). AID 588856; further: potency means the concentration at half of the fitted maximal effect; some results filed as inactive show a strong effect at the top dose
#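 CellTiter-Glo luminescence gave cytotoxicity after 18 hours at 37 degrees C. The cells were HepG2 CAGA-GFP in 1% FBS DMEM, stimulated with 500 pg/mL TGF-beta after compound addition. %Activity was normalised to no-cell wells (complete cell-killing) and DMSO (no toxicity), and curves were fitted and classified.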
# Nrf2 activator – Nrf2 pathway activation; AREc32 ARE-luciferase reporter (MCF7-derived line), luminescence, 24 h; Potency, µM (top dose mostly 46.1 µM), for inactives: top-dose activation, most hits filed as activators; AID 624171; actives 0.31% (n = 410,000); further: potency means the concentration at half of the fitted maximal effect; % of control where 0% means no effect; nearly all actives have a fitted effect of over 65% in size
#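 Quantitative high-throughput format: AREc32 reporter cells, 1000 per well, received compound by pin transfer and were incubated 24 hr at 37 deg C, 5% CO2, before Steady-Glo luminescence detection.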
# ATXN viability – cell viability loss in ATXN counter-screen; S2 cells (HEK-293 line with an ATXN2-luciferase reporter) viability, CellTiter-Fluor protease fluorescence, 24 h; Potency, µM (top dose mostly 56.7 µM), hits mostly cytotoxic; actives 0.49% (n = 400,000); AID 651635; further: potency means the concentration at half of the fitted maximal effect; nearly all actives have a fitted effect of over 40% in size
# TGFb inhibitor – TGF-b pathway inhibition; HepG2 CAGA-GFP TGF-b/SMAD3 reporter, GFP fluorescence, 18 h; TGF-beta stimulated, 500 pg/mL final; Potency, µM (series often up to 46.1 µM), without a hit: at the highest dose activity, negative = inhibition, usual class: inhibitors; actives 1.2% (n = 410,000); AID 588855; further: potency means the concentration at half of the fitted maximal effect; on the % scale 0 is the no-effect control and ±100 the full control effect; nearly all actives have a fitted effect of over 65% in size
#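 First, reporter cells (HEPG2 CAGA-GFP) rested 2 h at 37 degrees C. Next, compounds were pinned in and TGF-beta added to 500 pg/mL final. After 18 h, GFP was imaged per cell and summed per well.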
# IL2 activator – activators of IL-2 | IL-2 activation reporter assay, cell-based qHTS; stimulated with anti-CD3/CD4/CD28 beads; in transgenic mouse T cells | activation, % (series mostly up to about 46 µM) | actives 0.065% (n = 360,000); in the data active means activation above about 50%; inconclusive means mostly about 30% to 49%; further: 0% is about no effect
#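 Unstimulated transgenic mouse T cells; 60-min compound exposure; bead-based TCR/CD4/CD28 stimulation; 18 h culture, 37 degrees C; dual fluorescence (EGFP, DsRed) plate cytometry.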
# A549 tox – kills or reduces viability of A549 cells in Nrf2 counter-screen; Potency, µM (series often up to 46 µM), inactives show at the top dose activity change, negative = cytotoxicity, actives largely listed as inhibitors; actives 0.16% (n = 390,000); A549 ARE-Fluc cells, CellTiter-Fluor viability, 18-24 h; AID 504648; further: potency means the concentration at half of the fitted maximal effect; on the % scale 0 is the no-effect control and ±100 the full control effect
#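 A549 ARE-Fluc cells in 5% FBS OPTI-MEM, 5000 cells/well, rested 2 h then exposed to compounds in concentration-response for 18-24 h at 37 °C. Viability by CellTiter-Fluor fluorescence (Ex 405/Em 525) after 30 min; luciferase luminescence (BugLite, 15 min, RT) read afterwards.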
# ATXN2 expr inh – reduces ATXN2 reporter expression in HEK-293 cells | HEK-293 ATXN2-luciferase reporter, luminescence, 24 h | Potency, µM (doses to about 57 µM), for inactives: at the top dose activity change, negative = inhibition, most hits filed as inhibitors | actives 0.72% (n = 360,000) | AID 1745845; further: potency means the concentration at half of the fitted maximal effect; on the % scale 0 is the no-effect control and ±100 the full control effect; nearly all actives have a fitted effect of over 55% in size
#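 ATXN2-luciferase reporter cells (luciferase flanked by upstream and downstream ATXN2 gene portions) were treated 24 h at 37 °C with compounds at up to 57 uM. SteadyGlo luminescence gave expression; GF-AFC fluorescence gave viability.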
# EPAC2 agonist – agonists of human EPAC2 (RAPGEF4); Q8WZA2; EPAC2 activation, biochemical qHTS; response scale: 100% = 6.5 mM cAMP response; Potency, µM (doses to about 154 µM), without a hit: top-dose activation, hits mostly activators; actives 0.079% (n = 360,000); AID 720711; further: potency means the concentration at half of the fitted maximal effect; nearly all actives have a fitted effect of over 50% in size
# Target sequence (Q8WZA2 whole entry, looked up): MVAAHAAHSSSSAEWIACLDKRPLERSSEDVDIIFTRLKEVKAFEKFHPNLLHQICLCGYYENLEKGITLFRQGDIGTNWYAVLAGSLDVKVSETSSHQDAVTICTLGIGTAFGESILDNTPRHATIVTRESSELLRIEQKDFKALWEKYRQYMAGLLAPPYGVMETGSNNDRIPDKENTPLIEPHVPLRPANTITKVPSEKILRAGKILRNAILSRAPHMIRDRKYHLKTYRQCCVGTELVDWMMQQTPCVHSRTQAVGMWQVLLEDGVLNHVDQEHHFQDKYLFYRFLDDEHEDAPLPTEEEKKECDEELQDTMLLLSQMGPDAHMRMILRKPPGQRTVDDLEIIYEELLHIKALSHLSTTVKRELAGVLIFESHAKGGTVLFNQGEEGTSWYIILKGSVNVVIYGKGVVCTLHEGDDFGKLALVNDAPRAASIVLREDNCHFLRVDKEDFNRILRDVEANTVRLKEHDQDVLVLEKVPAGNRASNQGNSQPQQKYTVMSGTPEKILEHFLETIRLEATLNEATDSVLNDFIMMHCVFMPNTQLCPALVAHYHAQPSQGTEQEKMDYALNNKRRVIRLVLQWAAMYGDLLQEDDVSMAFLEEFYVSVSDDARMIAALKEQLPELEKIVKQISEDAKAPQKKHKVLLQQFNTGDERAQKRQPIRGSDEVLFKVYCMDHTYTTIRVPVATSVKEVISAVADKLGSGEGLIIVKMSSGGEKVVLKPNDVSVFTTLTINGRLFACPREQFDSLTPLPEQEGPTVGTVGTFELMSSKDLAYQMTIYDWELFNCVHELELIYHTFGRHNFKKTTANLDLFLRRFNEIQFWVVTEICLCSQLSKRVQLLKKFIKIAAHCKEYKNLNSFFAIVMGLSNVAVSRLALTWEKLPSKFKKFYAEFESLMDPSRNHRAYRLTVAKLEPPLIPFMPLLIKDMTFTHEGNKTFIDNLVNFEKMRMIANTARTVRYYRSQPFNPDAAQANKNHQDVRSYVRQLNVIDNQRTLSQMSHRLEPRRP
#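 Fluorescence exchange assay: 100 nM EPAC2 with 250 nM RAP1B-BODIPY-GDP and 50 uM GDP; compounds tested as a concentration-titration series (qHTS). Loss of Rap1-bound BODIPY-GDP fluorescence read at 480/540 nm; data normalized to 6.5 mM cAMP.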
# Nrf2 inh – Nrf2 pathway inhibition; A549 ARE-Fluc reporter, luciferase luminescence, 18-24 h; Potency, µM (highest dose often 46 µM), inactives show at the top dose activity change, negative = inhibition, usual class: inhibitors; actives 2.1% (n = 360,000); further: potency means the concentration at half of the fitted maximal effect; on the % scale 0 is the no-effect control and ±100 the full control effect; nearly all actives have a fitted effect of over 60% in size
#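 In this cell-based qHTS, ARE-driven firefly luciferase in A549 cells reports Nrf2 activity; the luminescent signal after BugLite lysis is the measured value, with a prior CellTiter-Fluor read for cell health.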
# Numbers without * were called inactive; i = inactive; ? = inconclusive; · = not tested or not shown; [ ] = dose if it differs, or a comment. Unless noted, the call rests on the fitted dose curve; in most records, active means well fitted curve in the direction sought with a large enough effect; inconclusive means small, poorly fitted or top-dose-only effect, or another doubt; inactive means no such curve, though single readings can be large; an effect the other way counts as inactive or inconclusive.
SMILES,HepG2 viability,Nrf2 activator,ATXN viability,TGFb inhibitor,IL2 activator,A549 tox,ATXN2 expr inh,EPAC2 agonist,Nrf2 inh
OCCCNc1ncnc2sc3c(c12)CCN(Cc1ccccc1)C3,-10%,-0.7%,i,3%,-0.5,3%,·,3%,-9%
N#Cc1nc(COc2cccc(Cl)c2)oc1NCc1ccncc1,-21%,4.8%,i,-6%,-1.9,-8%,1%,-3%,?
Cc1c(C=O)c2cc(OCc3ccccc3)ccc2n1C,2%,3.8%,i,3%,-3.6,2%,33%[activator],7%,23%
Cc1ccc2nc(NC(=O)COC(=O)c3cccnc3)sc2c1,-11%,0.7%,?,-13%,0.0,-3%,·,-6%,?
CC1CCC(NC(=O)c2ccc(CS(=O)(=O)c3c(Cl)cccc3Cl)o2)CC1 (configuration not stated),-19%,7.9%,?,?,·,-21%,-14%,·,?
O=C(COC(=O)C(Cc1c[nH]c2ccccc12)NC(=O)c1ccc(Cl)cc1)c1ccc(Cl)cc1 (configuration not stated),-54%,0.8%,·,?,·,0%,·,·,·
Cc1occc1-c1nnc(SCC(=O)c2ccc(Cl)cc2)n1C,-15%,0.0%,i,-7%,0.0,-13%,1%,0%,-26%
CCCN(CC(=O)Nc1ccccc1C)C(=O)/C=C/c1ccc(OCC)c(OC)c1,-14%,0.1%,i,-11%,-0.4,2%,-1%,5%,?
Cc1oc2c(c1C(=O)O)C(=O)c1ccccc1C2=O,7.1µM*,3.3%,i,5µM*,-0.9,-15%,-12%,5%,?
CCCCn1c(SCC(=O)c2ccccc2)nc2sc3c(c2c1=O)CCCC3,2%,-1.1%,i,21%,·,0%,1%,·,3%
CC(=O)c1ccc(N2CCN(c3ncnc4c3c(-c3ccccc3)cn4-c3cccc(C)c3)CC2)cc1,-3%,0.5%,·,-2%,·,26%,·,·,·
O=C(COC(=O)CNC(=O)c1ccc(Br)o1)Nc1ccccc1OC(F)F,7%,-0.1%,i,-7%,-0.4,-2%,·,1%,1%
C=C(C)Cn1c(SCC(=O)Nc2cc(C)ccc2C)nc2sc3c(c2c1=O)CCCC3,-56%,4.7%,i,-17%,·,-5%,3%,·,?
CCOc1ccc(NC(C)C(=O)N/N=C/c2cccs2)cc1 (configuration not stated),-4%,3.1%,i,-4%,-0.1,1%,11%,3%,-5%
O=C(Cn1ncc2ccsc2c1=O)N1CCN(c2ccc(F)cc2)CC1,-19%,-0.6%,i,4%,·,2%,-5%,·,-4%
COc1ccc(CN2CCN(Cc3cccc(Oc4ccccc4)c3)CC2)c(OC)c1OC,-34%,-0.4%,i,?,-2.3,-12%,-25%,11%,4%
Cc1ccc(NC2CCCN(C(=O)c3cnc4ccccn4c3=O)C2)cc1C (configuration not stated),0%,0.2%,i,1%,-1.1,-2%,5%,-13%,8%
Cc1ccc(CNC(=O)COC(=O)C2CCC2)cc1,-3%,3.0%,i,16%,0.3,0%,2%,2%,8%
O=C(COc1ccccc1)N/N=C/c1cc2c(cc1[N+](=O)[O-])OCO2,-15%,0.4%,i,-15%,1.6,2%,16%,7%,12%
O=C(Nc1ccc(Cl)cc1)c1cc2c(-c3ccccc3)nn(-c3ccccc3)c2s1,-7%,-1.4%,i,-15%,·,0%,-3%,·,-5%
O=C(CSc1nnnn1-c1ccccc1)Nc1nsc(-c2ccc(Cl)cc2)n1,-43%,0.5%,i,?,-0.4,-9%,-36%,19%,·
COc1ccc(OC)c(NC(=O)CCN2CCCC(C)C2)c1 (configuration not stated),1%,-0.5%,i,1%,-1.1,-7%,0%,9%,-7%
C(=C\c1ccccc1)/CN1CCN(C(c2cccc3ccccc23)c2nnnn2Cc2ccccc2)CC1 (configuration not stated),-2%,5.7%,i,?,-0.7,·,-15%,3%,·
CCn1cc(C(=O)OCC(=O)c2ccc(Cl)cc2)c(=O)c2ccc(C)nc21,16%,-0.3%,?,-10%,-1.9,-5%,-21%,-11%,?
COc1ccccc1-c1c(C)nn2c(N3CCN(c4ccccc4)CC3)cc(C)nc12,-2%,0.5%,i,-1%,·,-13%,10%,·,·

# A second format for three compounds above:
# Fields: HepG2 viability	Nrf2 activator	ATXN viability	TGFb inhibitor	IL2 activator	A549 tox	ATXN2 expr inh	EPAC2 agonist	Nrf2 inh
> Cc1ccc(NC2CCCN(C(=O)c3cnc4ccccn4c3=O)C2)cc1C (configuration not stated)
    0%	0.2%	i	1%	-1.1	-2%	5%	-13%	8%
> CC(=O)c1ccc(N2CCN(c3ncnc4c3c(-c3ccccc3)cn4-c3cccc(C)c3)CC2)cc1
    -3%	0.5%	·	-2%	·	26%	·	·	·
> O=C(Cn1ncc2ccsc2c1=O)N1CCN(c2ccc(F)cc2)CC1
    -19%	-0.6%	i	4%	·	2%	-5%	·	-4%

# Other structures:
SMILES,HepG2 viability,Nrf2 activator,ATXN viability,TGFb inhibitor,IL2 activator,A549 tox,ATXN2 expr inh,EPAC2 agonist,Nrf2 inh
N=c1oc2ccccc2cc1-c1nc(-c2ccc(Cl)cc2)cs1,-9%,?,i,9%,-0.1,-5%,-3%,5%,6%
CCC(C)OC(=O)/C(C#N)=C/c1ccc(-c2ccc(Br)cc2)o1 (configuration not stated),3%,10%,i,8%,·,-1%,9%,·,7%
Cc1ccc(CN2C(=O)C(O)(CC(=O)c3ccc(C)cc3)c3ccccc32)cc1 (configuration not stated),-24%,11%,·,·,·,-3%,·,·,2%
Cc1ccc(NC(=S)NC(=O)c2ccc(F)cc2)cc1S(=O)(=O)Nc1ccccc1Cl,-3%,2.1%,i,?,-6.0,?,?,-12%,7.3µM*
Cc1nc2ccn(Cc3ccccc3)c(=O)c2cc1C(=O)Nc1ccc(F)cc1Cl,3%,0.3%,i,15%,·,6%,-8%,·,9%
O=C(NCc1ccccc1)c1ccc2c(c1)N(Cc1ccccc1)C(=O)c1ccccc1S2(=O)=O,-18%,3.9%,·,·,·,2%,·,·,-8%
CCc1ccc(CNC(=O)c2cc3c(s2)-c2ccccc2OC3)cc1,-29%,-1.0%,i,-8%,·,7%,17%,·,-4%
CC1Cc2ccccc2N1C(=O)CSc1nnnn1C(C)C (configuration not stated),-1%,-0.4%,i,1%,-0.8,0%,4%,-7%,22%
COc1ccccc1NS(=O)(=O)c1cc(NC(=S)Nc2cc(C)cc(C)c2)ccc1Cl,-26%,21%,i,?,-0.7,-1%,16%,-4%,?
Cc1cc(C)c(NC(=O)c2ncoc2-c2ccco2)c(C)c1,-19%,26%,i,0%,·,6%,-20%,·,·
CC(C)Oc1ccc(CN2CCC2(C)C(=O)Nc2ccc3c(c2)OCO3)cc1 (configuration not stated),-1%,4.2%,i,-15%,-1.1,·,-4%,13%,·
Cc1c(NC(=O)CSc2ccc(Cl)cc2)cccc1-c1nc2cc(Cl)ccc2o1,2%,4.2%,i,0%,1.7,-8%,0%,-7%,18%
CCOc1cc(C(=O)Nc2ccc(-c3nc4ncccc4o3)cc2C)cc(OCC)c1OCC,-11%,2.2%,i,-2%,·,-1%,-3%,·,?
CCOC(=O)C1CCN(C(=O)c2cc(S(=O)(=O)N3CCOCC3)c(Cl)cc2Cl)CC1,2%,0.5%,i,0%,-0.2,0%,-9%,-4%,8%
CCOc1ccc(CN2CCNC(=O)C2CC(=O)N(C)Cc2nonc2C)cc1 (configuration not stated),4%,0.5%,i,-2%,-3.8,0%,7%,3%,14%
Cc1ccc(CCNC(=O)CCSCc2ccccc2Cl)cc1,-9%,0.8%,·,0%,·,14%,·,·,·
Cc1ccc(CN(C(=O)c2ccccc2)c2ccccn2)o1,-15%,-0.7%,i,-20%,·,6%,13%,·,-14%
CCCCS(=O)(=O)N1CN(S(=O)(=O)CCCC)C2NC(=O)NC21 (configuration not stated),0%,3.1%,?,1%,0.4,-2%,7%,-8%,13%
Cc1cc(C)cc(NC(=O)CSc2nc(=O)n3cc(C)ccc3n2)c1,0%,-0.2%,i,16%,4.6,3%,-5%,20%,?
CCn1c(CCNC(=O)c2cccs2)n[nH]c1=S,-1%,-0.5%,i,-11%,-1.4,-2%,-3%,3%,-6%
CC1CN(C(=O)CCC(=O)NC2CCCCC2)c2ccccc2S1 (configuration not stated),-2%,-0.3%,i,8%,-2.9,2%,4%,1%,10%
O=C(Nc1cccc(Cl)c1)c1ccc2sc([C@H]3C[C@H](O)[C@@H](CO)O3)nc2c1,-28%,4.1%,?,-1%,0.1,·,0%,-2%,·
CN(CC(=O)Nc1ccc(F)cc1)C(=O)COc1ncnc2ccccc12,-12%,-0.6%,i,-4%,-1.1,-1%,6%,4%,-13%
NS(=O)(=O)c1cccc(Nc2nc3ccccc3nc2NS(=O)(=O)c2ccc(Cl)cc2)c1,-1%,-0.1%,i,?,-0.5,-5%,1%,-13%,12%
COc1cccc(NC(=S)N2CCn3c(nc4ccccc43)C2)c1,-12%,0.1%,i,-21%,0.1,0%,-11%,6%,-15%
O=C(NCC(=O)N(c1ccccc1F)C(C(=O)NCC1CCCO1)c1ccccc1)c1ccco1 (configuration not stated),-19%,-0.2%,i,?,-3.5,-1%,10%,-2%,-16%
Cc1ccc(C)c(NC(=O)CSc2sc3c(O)cc(=O)[nH]c3c2C#N)c1,-6%,0.3%,i,-8%,1.0,-3%,2%,6%,3%
CC1CN(c2nc3c(c(=O)[nH]c(=O)n3C)n2Cc2ccccc2F)CC(C)O1 (configuration not stated),2%,0.3%,i,-3%,-1.9,-4%,19%,1%,0%
COc1ccc(/C=C\C(=O)CC(O)(c2ccccc2)C(F)(F)F)cc1 (configuration not stated),-100%,?,i,?,1.7,-3%,-20%,22%,-29%
Cc1ccc(NS(=O)(=O)c2ccc(CCC(=O)NCCO)cc2)cc1,-11%,-0.6%,i,-4%,-0.2,-5%,-5%,3%,?

# Screening results as filed in PubChem BioAssay.
